GSTO1 counter – blocks human GSTO1 in RBBP9 counter-screen. recombinant GSTO1, activity-based probe fluorescence polarization. AID 1974. 300,000 compounds, 1.1% hits. inhibition, % at 5.96 µM. P78417;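 active = inhibition above the campaign mean inhibition plus 3 SD, cut at about 35% in these data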;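 note: 0% = GSTO1-1 with DMSO and 100% = wells lacking GSTO1-1 enzyme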
PREPL inh – human PREPL enzyme inhibition; inhibition, % at 5.96 µM; Q4J6C6; AID 2751; 320,000 compounds, 0.68% hits; recombinant PREPL, fluorescence polarization activity-based probe; in the data active = inhibition above about 43%;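 note: 0% = enzyme with DMSO and 100% = wells lacking enzyme; many of its hits are not listed in these tables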
LYPLA1 inh – counter-screen for PME1 inhibitors: inhibitors of human LYPLA1; O75608; recombinant LYPLA1, FP-Rh probe fluorescence polarization; inhibition, % at 5.9 µM; 320,000 compounds, 0.16% hits; AID 2174;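 active = inhibition above the mean of all tested compounds plus 3 SD, set per campaign, cut at about 14% in these data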;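 note: inhibitors block serine hydrolase probe labeling of LYPLA1 so polarization falls; 0% = enzyme with DMSO and 100% = wells lacking LYPLA1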
Target sequence (O75608 whole entry, looked up): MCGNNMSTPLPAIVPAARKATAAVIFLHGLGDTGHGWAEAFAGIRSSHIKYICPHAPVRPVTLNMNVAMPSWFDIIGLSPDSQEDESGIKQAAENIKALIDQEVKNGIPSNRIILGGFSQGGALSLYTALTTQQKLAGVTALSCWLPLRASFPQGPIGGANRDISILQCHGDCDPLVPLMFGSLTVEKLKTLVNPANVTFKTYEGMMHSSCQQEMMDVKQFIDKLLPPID
PAFAH1B3 FP inh – PAFAH1B3 (human) inhibition; Q15102; recombinant PAFAH1B3, FP-rhodamine probe, fluorescence polarization; inhibition, % at 3.39 µM; 340,000 compounds, 0.28% hits;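 active = inhibition above the screen-wide average of all tested compounds plus 3 SD, cut at about 25% in these data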;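 note: 0% = enzyme with DMSO only and 100% = wells lacking PAFAH1B3 protein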
PAFAH1B2 FP inh – blocks human PAF acetylhydrolase 1b catalytic subunit 2 | AID 492953 | recombinant PAFAH1B2, FP-rhodamine activity probe, fluorescence polarization | inhibition, % at 3.39 µM | 340,000 compounds, 1.2% hits | P68402;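 active = inhibition above the mean of all tested compounds plus 3 SD, cut at about 24% in these data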;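 note: 0% = enzyme with DMSO and 100% = wells lacking PAFAH1B2; many of its hits are not listed in these tables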
LYPLA2 inh – blocks human lysophospholipase 2, a PME1 counter-screen; O95372; recombinant LYPLA2, FP-Rh probe fluorescence polarization; inhibition, % at 5.9 µM; 320,000 compounds, 0.38% hits;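 active = inhibition above the screen-wide mean plus 3 SD, limit set per campaign, cut at about 26% in these data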;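 note: 0% = LYPLA2 with DMSO and 100% = wells lacking LYPLA2 enzyme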
pPAFAH FP inh – inhibitors of human plasma PAF acetylhydrolase (pPAFAH); recombinant pPAFAH, FP-rhodamine probe fluorescence polarization; AID 463082; Q13093; inhibition, % at 3.39 µM; 330,000 compounds, 1.5% hits;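 active = inhibition above the mean inhibition across the screen plus 3 SD, cut at about 25% in these data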;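 note: inhibitors block binding of the rhodamine activity-based probe so polarization drops; 0% = enzyme with DMSO and 100% = wells lacking pPAFAH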
PME-1 inh – blocks human protein phosphatase methylesterase 1; recombinant PME-1, FP-Rh probe fluorescence polarization; inhibition, % at 5.9 µM; Q9Y570; AID 2130; 320,000 compounds, 0.53% hits;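 active = inhibition above the campaign mean of all compounds plus 3 SD, cut at about 26% in these data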;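 note: competitive labeling of PME-1 active site by serine hydrolase directed probe; 0% = PME-1 with DMSO and 100% = wells lacking PME-1 enzyme; inhibitors block probe labeling so polarization falls and inhibition rises; many of its hits are not listed in these tables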
PAD4 inh – PAD4 (human) enzyme inhibition. recombinant PAD4, RCA probe fluorescence polarization. Q9UM07. AID 485272. inhibition, % at 6.36 µM. 330,000 compounds, 0.41% hits;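 active = percent inhibition above a cutoff equal to the mean of all tested compounds plus 3 SD, cut at about 15% in these data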;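 note: 0% = PAD4 with RCA probe and DMSO and 100% = probe without PAD4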
Target sequence (Q9UM07 whole entry, looked up): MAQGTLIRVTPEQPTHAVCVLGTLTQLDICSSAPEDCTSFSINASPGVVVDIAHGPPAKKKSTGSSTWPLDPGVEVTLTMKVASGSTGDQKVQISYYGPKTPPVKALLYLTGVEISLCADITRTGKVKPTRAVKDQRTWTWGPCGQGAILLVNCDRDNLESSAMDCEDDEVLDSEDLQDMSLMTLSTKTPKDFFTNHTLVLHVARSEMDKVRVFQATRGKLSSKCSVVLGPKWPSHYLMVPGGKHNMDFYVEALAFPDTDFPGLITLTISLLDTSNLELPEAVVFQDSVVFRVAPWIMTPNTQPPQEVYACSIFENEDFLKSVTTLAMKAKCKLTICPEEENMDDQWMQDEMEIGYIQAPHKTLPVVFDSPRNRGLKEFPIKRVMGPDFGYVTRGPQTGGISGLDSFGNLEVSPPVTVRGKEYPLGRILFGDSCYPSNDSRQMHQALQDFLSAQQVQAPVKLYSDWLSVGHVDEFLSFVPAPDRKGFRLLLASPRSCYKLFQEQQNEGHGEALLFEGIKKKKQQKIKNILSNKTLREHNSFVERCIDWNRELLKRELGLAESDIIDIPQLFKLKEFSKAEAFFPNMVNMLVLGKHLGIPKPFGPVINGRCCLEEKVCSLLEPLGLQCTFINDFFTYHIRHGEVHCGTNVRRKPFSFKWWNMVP
* = called active by the depositor; x = not tested or not shown. This is a subset. The share of hits here may be higher or lower than overall.

smiles,GSTO1 counter,PREPL inh,LYPLA1 inh,PAFAH1B3 FP inh,PAFAH1B2 FP inh,LYPLA2 inh,pPAFAH FP inh,PME-1 inh,PAD4 inh
CCc1noc(C)c1C(=O)NC1CCCc2c1cnn2-c1cc(C)cc(C)c1 (configuration not stated),2,2,3,4,5,9,2,-8,-2
CON(C)S(=O)(=O)NC(=O)C1=C(N2CCCC2)COC1=O,x,3,0,0,-3,-4,1,7,-3
Nc1c(C(=O)CSc2nnc(Nc3ccc(F)cc3)s2)c(=O)[nH]c(=O)n1C1CC1,x,12,-2,1,3,3,-5,2,-2
NS(=O)(=O)c1ccc(CCNC(=O)CNS(=O)(=O)c2cccc(Br)c2)cc1,-7,-1,-1,7,6,3,6,0,-2
Cc1c(C(=O)OCC(=O)c2ccc3c(c2)OCCO3)oc2ccccc12,-10,0,-2,5,-4,-9,0,-11,-6
Cc1ccc(-c2nn(-c3cccc(F)c3)cc2CNCCc2ccncc2)o1,-5,22,1,1,-3,3,1,-6,1
CN(Cc1ccccc1)C(=O)c1[nH]cnc1C(=O)N[C@@H](Cc1ccccc1)C(=O)OC(C)(C)C,-1,-6,0,7,9,5,3,3,-2
COc1cc(Br)c(C2C(C#N)=C(N)Oc3n[nH]c(-c4cccnc4)c32)cc1OC (configuration not stated),14,-10,6,1,0,5,4,9,-8
O=C(O)CCCN1C(=O)NC2NC(=O)NC21 (configuration not stated),5,6,0,10,-5,-1,4,-1,0
O=C(CN(c1cccc([N+](=O)[O-])c1)S(=O)(=O)c1ccccc1)NCc1cccnc1,-3,-4,0,0,3,3,-1,-4,2
c1ccc(CSc2ncnc3c2sc2nc(N4CCOCC4)c4c(c23)CCCC4)cc1,10,1,-2,4,2,2,2,-1,-1
Cc1cc(C(=O)NNC(=S)Nc2ccccc2)nn1C,0,8,-3,x,x,-7,-2,0,0
O=C(NCc1cccnc1)c1ccc(S(=O)(=O)N2CCOCC2)cc1,4,5,0,1,-1,7,6,1,0
O=C(CSc1nnnn1-c1cccc(F)c1)NC1CC1,x,4,x,-8,0,x,3,x,-1
CCOc1ccc(NC(=S)Nc2cccnc2)cc1,0,6,-1,4,4,-2,-1,-1,-11

Five of the entries above in order of their number in PME-1 inh, largest number first.
Structure | PREPL inh | PAFAH1B3 FP inh | PAFAH1B2 FP inh | pPAFAH FP inh | PME-1 inh | PAD4 inh
CON(C)S(=O)(=O)NC(=O)C1=C(N2CCCC2)COC1=O | 3 | 0 | -3 | 1 | 7 | -3
O=C(NCc1cccnc1)c1ccc(S(=O)(=O)N2CCOCC2)cc1 | 5 | 1 | -1 | 6 | 1 | 0
CCOc1ccc(NC(=S)Nc2cccnc2)cc1 | 6 | 4 | 4 | -1 | -1 | -11
O=C(CN(c1cccc([N+](=O)[O-])c1)S(=O)(=O)c1ccccc1)NCc1cccnc1 | -4 | 0 | 3 | -1 | -4 | 2
Cc1c(C(=O)OCC(=O)c2ccc3c(c2)OCCO3)oc2ccccc12 | 0 | 5 | -4 | 0 | -11 | -6

(listing goes on)
smiles,GSTO1 counter,PREPL inh,LYPLA1 inh,PAFAH1B3 FP inh,PAFAH1B2 FP inh,LYPLA2 inh,pPAFAH FP inh,PME-1 inh,PAD4 inh
CCC(=O)Nc1cccc(-n2nnnc2SCC(=O)N2CCCCC2)c1,5,0,-5,9,-1,4,-8,-11,3
Cc1ccc(NCC(=O)N=Nc2c(O)n(C)c3ccccc23)cc1,-2,15,0,7,8,-5,6,2,1
CC(C)c1ccc2oc(=O)cc(CN3CCCCC3)c2c1,1,-2,2,-1,2,-2,-2,-8,4
CC1=C(C(N)=O)C(c2cccs2)NC(=S)N1 (configuration not stated),14,8,-1,0,6,0,4,9,-3
Cc1ccc(N(CC(=O)NCCc2ccc(F)cc2)S(=O)(=O)c2ccc(Cl)c([N+](=O)[O-])c2)c(C)c1,8,-2,-7,-2,1,0,-2,-5,-1
CC1Sc2ccc(S(=O)(=O)CCC(=O)N3CCCC3)cc2NC1=O (configuration not stated),0,32,2,4,3,6,-2,-4,-2
CC(=O)c1c(C)[nH]c(C(=O)NCc2ccc(C)cc2)c1C,-2,3,-18,3,2,4,3,1,1
O=C(Nc1cccc(C(=O)Nc2ccccc2C(=O)O)c1)c1cccc(Cl)c1,-52,-1,-7,-2,0,-3,-8,-18,-4
Cc1cc(C)cc(-n2c(C)cc(C=C(C#N)C#N)c2C)c1,1,-3,-3,0,-3,0,5,2,-1
Cn1c(=O)cc(OCCCC(=O)Nc2ccc3c(c2)OCCO3)c2ccccc21,3,4,-2,5,4,0,-1,5,1
Cc1ccc(S(=O)(=O)c2nc(S(C)(=O)=O)sc2N2CCN(C)CC2)cc1,-6,7,3,5,4,4,2,-4,6
CC(C)CCNC(=O)c1ccc(C2SCC(=O)N2Cc2ccco2)cc1 (configuration not stated),-4,-6,1,-8,-7,-2,4,-3,8
O=C(N/N=C/c1cc(Cl)ccc1O)c1ccncc1,-3,7,2,5,8,3,2,5,0
CC(=O)N1CCN(CCN2C(C)=CC(=C(C#N)C#N)C=C2C)CC1,-1,-8,-1,1,0,1,4,1,-2
Cc1[nH]c2ccc3ccccc3c2c(=O)c1C/C=C/Cl,2,5,0,7,-5,-1,-1,-8,2

Other records:
smiles,GSTO1 counter,PREPL inh,LYPLA1 inh,PAFAH1B3 FP inh,PAFAH1B2 FP inh,LYPLA2 inh,pPAFAH FP inh,PME-1 inh,PAD4 inh
CCC(=O)Nc1cc(-c2nn(CC(=O)N3CCCCC3)c(=O)c3ccccc23)ccc1N1CCOCC1,9,9,4,4,0,5,1,0,6
COC(=O)c1ccc(OCC(=O)NC(C)(C)C)cc1,8,9,3,1,3,2,2,1,-4
CCOC(=O)Cc1csc(NS(=O)(=O)c2ccc(Cl)cc2)n1,7,6,-1,0,0,-2,-3,2,-1
Cc1ccc(C2CC(c3ccc(Cl)cc3)=NNC2=O)cc1 (configuration not stated),-11,-55,0,-1,5,4,5,-2,-3
N/C(=N\NS(=O)(=O)c1cc(C(F)(F)F)cc(C(F)(F)F)c1)c1ccccn1,-3,15,-1,1,0,1,0,4,0
COc1ccc(S(=O)(=O)NC(CC(=O)NCc2ccccc2OC)c2ccco2)cc1 (configuration not stated),-1,-8,-1,4,8,-1,3,-1,-3
COc1ccccc1-c1cc(C(=O)N2CCCC2)no1,10,0,-1,1,1,2,12,2,1
O=C(O)C1CCCCC1C(=O)Nc1ccc(-c2ccccc2)cc1 (configuration not stated),-4,0,-1,9,2,-5,4,-1,-1
Cc1ccc(C)c(N=Nc2ccc(O)c3ncccc23)c1,-6,4,-2,7,-2,1,27*,-4,-3
CCC(C(=O)N1CCN(Cc2ccc3c(c2)OCO3)CC1)n1c(=O)[nH]c2ccccc2c1=O (configuration not stated),7,42,-1,2,-4,2,1,2,0
COc1cccc(NC(=O)CSc2nnc(-c3cccnc3)o2)c1,-7,2,0,-3,-2,7,7,4,1
CCN(C(=O)C(C)OC(=O)C1C(C(=O)OC)=C(C)NC(C)=C1C(=O)OC)c1ccccc1 (configuration not stated),3,7,5,2,0,3,2,-2,7
Cn1c(=O)c2c(nc(CN3CCN(C(=O)c4ccco4)CC3)n2CCCO)n(C)c1=O,7,-1,-2,10,-1,0,1,-2,4
O=C(c1ccccc1)c1c2c(cc3sc4ccccc4[n+]13)-c1cccc3cccc-2c13,-46,23,-18,-19,-11,-39,-12,-37,-52
CC(=O)O[C@@H]1C[C@H]2C(C)=C[C@H]3OC(=O)[C@@H](C)[C@H]3C[C@H]2[C@]1(C)O,0,-1,-1,0,5,-3,0,1,0

Other structures follow:
smiles,GSTO1 counter,PREPL inh,LYPLA1 inh,PAFAH1B3 FP inh,PAFAH1B2 FP inh,LYPLA2 inh,pPAFAH FP inh,PME-1 inh,PAD4 inh
N/C(Cn1cncn1)=N\NC(=O)C(=O)Nc1ccc(Cl)cc1Cl,-2,-6,-2,-1,3,-1,4,-1,-4
O=Nc1c(O)[nH]c2c(F)cccc12,0,8,1,20,7,8,4,17,2
Cc1ccc(NC(=O)Cn2cccc2C2=NC(c3ccccc3)CO2)cc1C (configuration not stated),-8,-29,-1,0,-1,1,-8,-3,-3
N#C/C(=N\Nc1ccccc1)C(=N)N1CCCCC1,2,14,-3,4,-2,-13,1,1,2
O=C(COC(=O)c1n[nH]c2ccccc12)Nc1ccccc1,5,-2,-6,6,1,-9,0,-6,1
CCc1ccc(N(C(=O)c2ccco2)C(C(=O)NC2CCCC2)c2cccnc2)cc1 (configuration not stated),3,15,2,7,3,8,0,-2,-6
Cc1cnc(C(=O)Nc2ccc(N3CCN(C(=O)OC(C)(C)C)CC3)cc2)cn1,-2,0,3,6,5,2,1,-2,0
CCN(CC)S(=O)(=O)c1ccc(C)c(NC(=S)Nc2cccc(S(=O)(=O)N3CCCCCC3)c2)c1,-2,1,-6,-31,-23,-14,0,-6,-4
COC(=O)c1cn[nH]c1N,9,13,1,12,3,2,5,3,0
Cc1ccc(C(C)C)cc1OCCN1CCCC1,4,-3,0,-4,-1,0,4,-2,2
CCOC(=O)CN1C(=O)N[C@@H](c2ccco2)C(C(=O)OC)=C1C,0,12,-4,-10,2,-4,-1,2,0
CCOc1nc(NC2CCCC2)nc(N2CCC(C)CC2)n1,5,20,0,8,1,0,7,3,-2
CC(Sc1nnc(-c2cccnc2)o1)C(=O)NC1CCCCC1 (configuration not stated),x,-3,-2,11,0,-4,2,0,-6
COc1ccc(NC(=O)Nc2ccc(OC)c(OC)c2)c([N+](=O)[O-])c1,2,8,0,8,-2,1,6,2,6

Single records, as listed above. Order of values: GSTO1 counter, PREPL inh, LYPLA1 inh, PAFAH1B3 FP inh, PAFAH1B2 FP inh, LYPLA2 inh, pPAFAH FP inh, PME-1 inh, PAD4 inh
CCC(=O)Nc1cccc(-n2nnnc2SCC(=O)N2CCCCC2)c1 is listed with 5, 0, -5, 9, -1, 4, -8, -11, 3
CCc1ccc(N(C(=O)c2ccco2)C(C(=O)NC2CCCC2)c2cccnc2)cc1 (configuration not stated) is listed with 3, 15, 2, 7, 3, 8, 0, -2, -6

Screening data (PubChem)
